Assay outcomes deposited in PubChem by The Scripps Research Institute Molecular Screening Center.
M1 PAM parental = nonselective calcium activators in parental CHO-K1 cells, primary screen, counter-screen for M1 PAM project, cell-based, Fluo-8 calcium fluorescence, full deck, 1536-well; ATP EC20; 0% at ATP EC20, 100% at ATP max; activation, % at 3 µM; 360,000 tested, 0.02% active;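 active = activation above the run cutoff, the mean activation of all test compounds plus 3 SD, cut at about 40% in these data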;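 also: peak over basal fluorescence ratio in a 140 s read after ATP addition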
TAAR1 antag = human TAAR1 antagonists, primary screen, Fluo-8 calcium fluorescence, CHO RD-HGA16 cells | antagonist | Trace amine-associated receptor 1 (Homo sapiens), Q96RJ0 | AID 624466, 2012 | inhibition, % at 3 µM | 360,000 tested, 1.5% active;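 active = inhibition above a per-plate cutoff, the mean inhibition of test compounds on that plate plus 3 SD, cut at about 49% in these data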;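 also: 0% = DMSO plus EC80 beta-PEA response and 100% = DMSO alone without agonist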
Target sequence (Q96RJ0 whole entry, looked up): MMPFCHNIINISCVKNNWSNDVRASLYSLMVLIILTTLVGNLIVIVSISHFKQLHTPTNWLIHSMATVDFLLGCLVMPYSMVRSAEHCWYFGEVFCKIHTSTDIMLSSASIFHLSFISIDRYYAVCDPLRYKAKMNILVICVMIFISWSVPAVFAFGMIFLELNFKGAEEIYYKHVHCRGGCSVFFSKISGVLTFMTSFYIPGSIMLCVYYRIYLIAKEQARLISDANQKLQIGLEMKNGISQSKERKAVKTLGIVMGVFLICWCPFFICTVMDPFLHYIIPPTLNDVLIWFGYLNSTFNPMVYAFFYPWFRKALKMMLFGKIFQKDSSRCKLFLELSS
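System: CHO RD-HGA16 cells bearing hTAAR1. Reagent: EC80 β-phenethylamine stimulus. Schedule: seeding 17-24 h prior, 75-min 37 °C, 30-min RT dye loading. Signal: Fluo-8 intracellular calcium dye fluorescence, real-time kinetic reads. Read-out: % inhibition from peak post-agonist over basal fluorescence ratio. Benchmarks: vehicle wells and EC80 agonist wells. Replicates: n of 1.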
CHRM1 agonist = human M1 muscarinic receptor agonists, primary screen, Fluo-8 calcium fluorescence, CHO-K1 cells, HTS; Muscarinic acetylcholine receptor M1 (Homo sapiens), P11229; CHO-K1 hM1, agonist mode; 0% DMSO, 100% acetylcholine EC100; activation, % at 3 µM; 360,000 tested, 0.33% active; AID 588814, 2011;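 active = activation above the run's mean compound activation plus 3 SD, cut at about 16% in these data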;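 also: peak over basal fluorescence ratio within a 140 s kinetic read after compound addition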
Target sequence (P11229 whole entry, looked up): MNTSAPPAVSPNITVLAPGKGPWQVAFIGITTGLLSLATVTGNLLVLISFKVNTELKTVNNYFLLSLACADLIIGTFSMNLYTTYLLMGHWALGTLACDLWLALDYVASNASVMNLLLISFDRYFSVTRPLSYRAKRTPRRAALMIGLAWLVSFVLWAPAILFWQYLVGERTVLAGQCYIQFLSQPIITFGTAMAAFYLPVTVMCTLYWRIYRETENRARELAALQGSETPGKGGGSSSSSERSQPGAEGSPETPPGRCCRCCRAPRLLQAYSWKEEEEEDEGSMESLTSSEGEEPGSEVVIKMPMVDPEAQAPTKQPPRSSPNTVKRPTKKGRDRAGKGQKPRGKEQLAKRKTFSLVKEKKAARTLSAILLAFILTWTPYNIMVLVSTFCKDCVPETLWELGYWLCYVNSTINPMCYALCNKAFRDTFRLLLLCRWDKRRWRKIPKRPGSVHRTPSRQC
CHO-K1 Ca antag = counter-screen for M1 antagonists: effect in parental CHO-K1 cells; ATP-induced calcium, Fluo-8 fluorescence; inhibition, % at 3 µM; 360,000 tested, 0.6% active;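 active = inhibition above a per-plate cutoff, the plate's mean sample inhibition plus 3 SD, cut at about 24% in these data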;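 also: 0% = DMSO plus EC80 ATP and 100% = DMSO alone without ATP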
CHO parental Ca = ATP-evoked calcium signal inhibitors, parental CHO, primary screen, counter-screen for OX1R antagonist project, cell-based, fluorescence, Fluo-8 calcium dye; AID 463079, 2010; inhibition, % at 5.6 µM; parental CHO-K1, ATP-induced calcium, Fluo-8 fluorescence; 330,000 tested, 0.63% active;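 active = inhibition above that plate's mean sample inhibition plus 3 SD, cut at about 26% in these data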;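 also: 0% = ATP-challenged DMSO wells and 100% = DMSO wells without ATP; some compounds past the cut are filed as inactive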
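material = parental CHO cells | also added = ATP as calcium-mobilizing challenge | dosing = single point at 5.6 µM | detection = intracellular calcium via Fluo-8 no-wash fluorescent dye | read-out = % inhibition | benchmarks = low control ATP plus DMSO, high control DMSO only | repeats = one well per compound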
TAAR1 ag = human TAAR1 agonists, primary screen, Fluo-8 calcium fluorescence, CHO RD-HGA16 cells; AID 624467, 2012; 360,000 tested, 0.99% active; Trace amine-associated receptor 1 (Homo sapiens), Q96RJ0; activation, % at 3 µM; vehicle wells 0%, saturating PEA agonist 100%;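 active = activation above the mean activation of all test compounds in the run plus 3 SD, cut at about 38% in these data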
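Repeats: no replicates (n 1) | Material: CHO-derived RD-HGA16 cells with stable Gα16 and human TAAR1 | Technique: Kinetic Fluo-8 calcium fluorescence | Schedule: 17-24 h seeding, 75 min 37 °C dye, 30 min RT | Evaluation: % activation from peak over basal fluorescence ratio, DMSO-to-PEA scaled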
CHRM1 antagonist = human M1 muscarinic receptor antagonists, primary screen, CHO-K1 cells, Fluo-8 calcium fluorescence, 1536-well; Muscarinic acetylcholine receptor M1 (Homo sapiens), P11229; CHO-K1 hM1, ACh EC80 antagonist; inhibition, % at 3 µM; 360,000 tested, 1.3% active;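 active = percent inhibition above its own plate's cutoff, namely the mean of that plate's compound wells plus 3 SD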;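 also: peak over basal fluorescence ratio during 140 s after agonist addition; 0% = ACh EC80 plus DMSO and 100% = DMSO alone without agonist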
M1 ag parental = counter-screen for M1 agonists: effect in parental CHO-K1 cells. Fluo-8 calcium fluorescence; scaled to maximal ATP response, vehicle zero. activation, % at 3 µM. 360,000 tested, 0.48% active; in the data active = activation above about 15%;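 also: untransfected CHO-K1 host cells lacking M1 receptor as counterscreen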
OXTR potentiator = human OXTR potentiators, primary screen, fluorescence, CHO-OTR cells, Fluo-8 calcium; Fluo-8 calcium fluorescence, potentiator mode; 0% = oxytocin EC15, 100% = EC100; 320,000 tested, 0.061% active; activation, % at 3 µM; Oxytocin receptor (Homo sapiens), P30559;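 active = activation above that plate's cutoff, the mean activation of tested compounds plus 3 SD, cut at about 6.6% in these data, passing the limit was not always enough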;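 also: 100% uses oxytocin at 75 nM as the full agonist control; some results filed as inactive read as strong as hits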
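test system = CHO-OTR cells, human receptor | compound = single-point 3.0 µM | schedule = 6 min compound pre-incubation at room temperature, 100 s kinetic read | signal = Fluo-8 no-wash calcium dye fluorescence, excitation 470-495 nm, emission 515-575 nm | repeats = single well per compound, singlicate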
An asterisk follows results filed as active; / = no result given.

Structure	M1 PAM parental	TAAR1 antag	CHRM1 agonist	CHO-K1 Ca antag	CHO parental Ca	TAAR1 ag	CHRM1 antagonist	M1 ag parental	OXTR potentiator
COc1cccc(CN2CC(C(=O)NCC3CCOCC3)CCC2=O)c1 (stereo not given)	-14	-10	-2	-4	-7	0	-12	-0.2	-1
CN(CC(=O)Nc1ccccc1Br)C(=O)c1cc(S(=O)(=O)N(C)C)ccc1N1CCCC1	-5	-23	-4	11	-16	2	0	0.9	-4
COCCN(CCOC)S(=O)(=O)c1ccc(C(=O)NC2CCN(Cc3ccccc3)CC2)cc1	20	0	-5	-9	-23	3	-6	2.1	3
CCOC(=O)c1csc(NC(=O)Nc2cccc(Cl)c2)n1	5	2	-2	-1	-5	16	4	0.9	-4
CSc1ccc(Cn2c(C)c(C(=O)NCc3cccs3)sc2=O)cc1	27	32	-4	-12	/	5	-2	4.1	/
CC(=O)c1ccc(NC(=O)CSC2=NS(=O)(=O)c3cc(Cl)ccc3N2)cc1	11	-28	-1	-9	-10	2	-10	0.9	-7
CCn1nc(C)c(NC(=O)c2ccc(Br)o2)c1C	-1	-4	-9	3	-3	0	-7	-0.1	-7
O=C(NCC1CCCN(C(=O)c2cc(Cl)ccc2F)C1)c1ccc(F)cc1 (stereo not given)	4	-32	-4	-8	-20	0	-6	0.2	-2
O=C(NC1CCCC1)C(c1ccncc1)N(C(=O)Cn1nnc(-c2ccccc2F)n1)c1cccc(F)c1 (stereo not given)	-4	-8	-4	1	2	-1	-3	0.3	-6
COc1ccc(NC(=O)C2CCCN(S(=O)(=O)c3cccc4cccnc34)C2)cc1 (stereo not given)	14	21	1	-11	-11	3	12	3.9	-4
CN(C)S(=O)(=O)c1cccc(NC(=O)CSc2nc3ccccc3n2-c2ccccc2)c1	7	-5	-12	-2	-18	2	15	0.2	-6
COCCNC(=O)CSc1nc(-c2ccccc2)c(-c2ccccc2)o1	19	-20	-9	-2	-23	14	2	0.6	-5
CCN(CC)c1ccc(CNC(=O)C/C(C)=N/NC(=O)COc2ccc(C)cc2Br)cc1	13	-7	-8	-10	-29	1	0	0.2	-10
O=C(Nc1ccc(Cl)cn1)c1ccc2c(c1)OCCO2	-10	10	-6	17	2	2	-12	-0.5	-8
Nc1ccc2c(c1)C(=O)CCC2	14	6	-1	-2	/	0	-16	1.0	/
O=C(Nc1ccc2c(c1)CCC2)c1ccc(Cl)nc1	4	2	-3	-5	-3	13	-15	0.7	-4
CCC(=NCCc1c(C)[nH]c2ccccc12)C1=C(O)CC(c2ccccc2)CC1=O (stereo not given)	23	12	-9	-3	-16	16	10	0.7	-9
Cc1cc(S(=O)(=O)N2CCOCC2)ccc1OCC(=O)NCc1ccco1	8	11	-3	-9	-2	7	-7	2.7	0
Cc1oc2cc(Br)c(O)c(Br)c2c1C(=O)c1ccccc1	-2	-8	-3	-13	/	18	-6	-0.4	/
CCC(C)(C)C1CCC(=NNC(=S)Nc2ccccc2)CC1 (stereo not given)	-11	26	-4	-11	-6	0	7	0.3	-4
CN(CC1COCCO1)C(=O)c1cc(COc2c(F)cccc2F)on1 (stereo not given)	19	-13	1	-7	-1	2	-13	1.9	-4
COc1ccc(OC(=O)Nc2ccccc2)cc1	7	21	-1	-12	4	8	-10	0.1	-5
CCN(CC(=O)Nc1cc(Cl)ccc1C)C(=O)Cn1c(=O)cnc2ccccc21	0	-10	-4	9	-11	1	-5	8.3	-7
O=C(O)CCN1CC2([N+](=O)[O-])C=CC(=O)C([N+](=O)[O-])(C1)C2CC(=O)c1ccccc1 (stereo not given)	-4	-4	-4	12	0	3	0	0.0	-2
CCOC(=O)c1cnc(SC2CCc3ccccc3C2=O)nc1N (stereo not given)	13	5	-3	-1	-20	-1	-16	0.2	-11
COc1c2ccc(C(=O)NCc3cc(C(F)(F)F)cc(C(F)(F)F)c3)cc2nn1C	10	-12	-11	-14	2	-2	2	-0.4	-4
N#CCCCSC1=C(C#N)C(c2ccccc2Cl)CC(=O)N1 (stereo not given)	13	20	-2	-4	4	12	-8	1.6	-4
O=S1(=O)CCN(Cc2cccc(Cl)c2)CC1	-5	-7	-4	-1	-14	4	3	0.2	-2
CCOC(=O)[C@H]1[C@H]2COc3ccc(Br)cc3[C@@H]2N2C(=O)c3ccc(C)cc3NC(=O)[C@@]12C	10	4	-3	-2	-10	10	4	0.2	-3
Cc1cc(Br)ccc1Nc1nc(N)nc(N)c1N=O	24	-14	6	1	/	17	-8	4.4	/
O=C(CCSCCC(=O)Nc1c(F)c(F)c(F)c(F)c1F)Nc1c(F)c(F)c(F)c(F)c1F	-10	4	-2	5	-2	10	12	5.8	-20
O=C(C1=C[C@@H](c2coc3ccccc3c2=O)C[C@@H](OCCCCO)O1)N1CCOCC1	30	1	0	-14	-6	3	-5	1.0	-10
Cn1c(=O)cc(OCCCC(=O)N2CCN(c3ccccc3)CC2)c2ccccc21	-7	17	-4	30*	-19	13	1	1.6	0
CN(C(=O)COC(=O)c1ccc2c(c1)OCO2)c1c(N)n(Cc2ccccc2)c(=O)[nH]c1=O	5	-43	-3	8	-5	4	1	0.2	-8
O=C(CNC(=O)c1ccc(Br)cc1)NCC(=O)OCc1ccc(Cl)cc1	26	-13	-6	2	-23	1	2	1.1	-5
COc1cc2c(NCCCCCO)ncnc2c(OC)c1OC	1	-4	-4	10	/	0	-16	-0.5	/
C=CCn1c2ccccc2c(=O)c2cc(C#Cc3cc(OC)cc(OC)c3)ccc21	-4	35	1	-12	-15	9	-4	0.0	-4
COc1ccc2c(c1)O/C(=C\c1sccc1C)C2=O	-3	6	-4	9	-19	-1	10	-0.5	0
NCCCC[C@H](N)c1nnc([C@H](CCC(=O)O)NC(=O)C2CCNCC2)o1	6	8	-2	-11	3	12	-3	0.1	-10
O=C(C1COc2ccccc2O1)N1CCN(c2ccccc2O)CC1 (stereo not given)	12	22	2	-9	-20	14	-4	7.3	-6
CC(=O)Nc1ccc(S(=O)(=O)O)c(OC(C)=O)c1	6	-1	-2	-10	/	0	-2	0.5	/
COc1ccc(CC(=O)OCC(=O)NC(=O)NC2CCCCC2)cc1	20	20	-4	-7	-8	14	-3	1.7	-7
Cc1ccccc1NC(=O)c1ccc(C)c(S(=O)(=O)NCc2cccnc2)c1	6	-2	22*	-5	-15	10	-6	5.4	-5
O=C(NC(=S)Nc1cccnc1Cl)c1ccco1	22	3	-2	-12	-11	1	-20	2.3	-1
CCN(CCNC(=O)CS(=O)(=O)Cc1nc(-c2cccc(OC)c2)oc1C)c1ccccc1	-2	-10	-5	6	-19	12	1	0.5	-7
CCn1cc(Br)c(C(=O)Nc2cccc(Cl)c2)n1	8	2	-8	-4	1	2	-4	-0.1	-8
CCCCN1CC[C@H]2C=CC[C@@H](C(=O)Nc3nccs3)[C@H]2C1=O	12	-1	-4	-11	-19	11	-7	0.5	-3
O=C(CNS(=O)(=O)c1ccccc1)N1CCN(Cc2ccccc2)CC1	-2	-16	-5	-1	-6	2	-7	3.2	3
Cn1c(SCC(=O)Nc2cccc(F)c2)nnc1-c1cccnc1	17	-7	-5	4	-5	1	-12	0.7	-2
COc1ccc(C[C@H]2CN3C(=NC[C@@H]3Cc3ccc(O)cc3)N2C[C@H](C)NC(=O)c2ccc(C)c(Br)c2)cc1	-5	/	-11	-5	25	/	18	-0.4	-13
N#CCc1c(C#N)c(N)nc(N2CCOCC2)c1C#N	13	1	-4	-16	-3	23	-15	0.9	-3
N/C(=N/OC(=O)c1ccc(Cl)cc1)c1ncc([N+](=O)[O-])s1	-25	0	2	29*	-4	0	-27	-0.3	-5
O=C(Nc1ccc2c(c1)C(=O)N(C1CCCCC1)C2=O)C1CCCO1 (stereo not given)	12	-7	0	6	-6	7	3	0.4	-3
Cn1c(=O)c(-c2cc(Br)ccc2N)nc2ccccc21	16	-1	-2	-2	-10	3	-49	-0.3	2
CC(C)Cc1cc(C(=O)N2N=C(C(F)F)CC2(O)C(F)F)c2ccccc2n1 (stereo not given)	23	3	1	-7	-28	4	-10	4.4	2
COC(=O)C1CCN(c2ccc(C(N)=O)cc2[N+](=O)[O-])CC1	-1	6	-3	3	-9	1	9	1.6	-7

(continued)
Structure	M1 PAM parental	TAAR1 antag	CHRM1 agonist	CHO-K1 Ca antag	CHO parental Ca	TAAR1 ag	CHRM1 antagonist	M1 ag parental	OXTR potentiator
C=CCN1C(=O)c2ccc(C(=O)N(C)CC(=O)Nc3ccccc3Br)cc2C1=O	4	-18	-3	-3	-14	2	0	1.3	-4
O=C(Nc1cccc(F)c1)Nc1nnc([C@@H]2C[C@H](O)[C@@H](CO)O2)s1	18	-10	-2	-17	/	32	-9	0.8	/
O=C(Nc1ncccn1)c1cccc(Cl)c1	4	7	-3	-5	2	2	-7	0.2	-5
CCOC(=O)C(=CNc1cccc(C)c1C)C(=O)OCC	19	-29	-9	-14	-27	11	-15	-0.6	-12
O=C(Nc1ccc(NC(=O)C2CC2)cn1)c1ccccc1	0	11	-3	-4	-5	-1	1	0.6	-1
COc1ccc(C(=O)COC(=O)C(CCSC)NS(=O)(=O)c2ccc(Cl)cc2)cc1 (stereo not given)	20	41	-4	-3	18	9	5	11	-10
CC(C)(C)OC(=O)N1CCOCCOCCN(C(=O)OC(C)(C)C)CCOCCOCC1	26	-10	-3	-24	-19	1	-3	0.9	-11
COc1ccc(S(=O)(=O)Nc2ccccc2C(=O)NC(C)C)cc1OC	9	5	1	1	-18	-4	0	-0.1	-5
